Source: PubChem BioAssay (several laboratories)
DDE Tn7 FP inh – disrupts Tn7 cyclic peptide binding to fibrin D-Dimer-E complex; inhibition, % at 8.3 µM; FP displacement of FITC-Tn7 peptide from fibrin DD(E); 0% = median of compound wells per plate; 370,000 compounds, 0.13% hits; P02675;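 active = inhibition above the mean of compounds falling within the control limits plus 3 SD of them, cut at about 14% in these data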;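 also: 0% = plate median of compound wells and 100% = 10 µM Aha-Tn7 peptide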
Target sequence (P02675 whole entry, looked up): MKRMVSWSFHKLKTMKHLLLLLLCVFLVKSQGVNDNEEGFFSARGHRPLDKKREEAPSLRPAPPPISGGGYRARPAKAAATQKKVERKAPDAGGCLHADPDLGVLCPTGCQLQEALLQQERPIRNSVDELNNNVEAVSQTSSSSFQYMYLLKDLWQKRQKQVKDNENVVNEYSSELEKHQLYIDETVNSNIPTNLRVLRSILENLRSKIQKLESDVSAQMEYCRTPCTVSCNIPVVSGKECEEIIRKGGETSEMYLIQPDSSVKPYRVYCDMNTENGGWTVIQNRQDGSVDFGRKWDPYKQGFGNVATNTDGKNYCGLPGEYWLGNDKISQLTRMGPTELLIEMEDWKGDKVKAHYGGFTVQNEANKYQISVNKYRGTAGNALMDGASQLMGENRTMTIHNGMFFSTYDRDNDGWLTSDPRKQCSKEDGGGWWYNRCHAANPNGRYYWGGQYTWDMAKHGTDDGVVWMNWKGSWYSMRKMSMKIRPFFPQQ
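Test system: human clot-derived fibrin DD(E) complex / Quantity: 2 µM final DD(E) protein / Incubation: 10 min plus 3 h, room temperature / Measured by: fluorescence polarization / Benchmarks: high control of 10 µM Aha-Tn7 peptide / Replicates: singlicate testing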
UHRF1 binding – blocks human UHRF1 binding to methylated DNA | AID 687016 | UHRF1 binding to methylated oligo, TR-FRET | Q96T88 | 370,000 compounds, 0.75% hits | inhibition, % at 4.4 µM; in the data active = inhibition above about 21%;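 also: UHRF1 SRA domain binding a hemimethylated CpG hairpin DNA probe; 0% = median of test compound wells and 100% = reference inhibitor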
HGIII-sPLA2 inh – Blocks human group III sPLA2 activity. inhibition, % at 12.2 µM. 370,000 compounds, 0.56% hits. QFRET BODIPY PC-A2 liposome hydrolysis, fluorescence. AID 743126;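 active = inhibition above mean plus 3 SD of compounds lying within the high and low control bounds, cut at about 19% in these data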;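 also: 0% = median of test compound wells and 100% = no enzyme DMSO wells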
Target sequence (Q9NZ20 whole entry, looked up): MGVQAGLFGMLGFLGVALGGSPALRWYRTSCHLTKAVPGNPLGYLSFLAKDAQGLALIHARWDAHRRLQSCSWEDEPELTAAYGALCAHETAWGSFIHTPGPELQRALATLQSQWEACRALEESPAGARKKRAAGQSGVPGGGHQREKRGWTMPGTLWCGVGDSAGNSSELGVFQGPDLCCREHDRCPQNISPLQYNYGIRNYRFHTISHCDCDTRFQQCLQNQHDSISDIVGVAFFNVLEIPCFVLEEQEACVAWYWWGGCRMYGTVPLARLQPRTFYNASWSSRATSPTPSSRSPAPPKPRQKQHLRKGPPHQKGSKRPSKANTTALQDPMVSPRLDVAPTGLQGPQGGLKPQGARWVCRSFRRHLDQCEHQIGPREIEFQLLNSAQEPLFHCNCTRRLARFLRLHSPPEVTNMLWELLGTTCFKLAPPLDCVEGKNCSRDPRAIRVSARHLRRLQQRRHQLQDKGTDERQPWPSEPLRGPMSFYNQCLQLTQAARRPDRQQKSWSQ
ARFGAP1 inh – inhibitors of rat ARFGAP1. Q62848. inhibition, % at 16.5 µM. 360,000 compounds, 0.26% hits. Arfgap1-stimulated ARF1 GTP hydrolysis, GDP FP detection;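 active = inhibition above a per-plate limit, mean inhibition of low control wells plus 3 SD, cut at about 25% in these data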;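 also: 0% = DMSO wells with enzyme and 100% = wells lacking Arfgap1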
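Assay system: Rat Arfgap1 GAP domain (His6, aa 1-136), purified enzyme | Buffer or medium: HEPES 25 mM pH 7.5, NaCl 150 mM, MgCl2, DTT | Schedule: GTP hydrolysis reaction 2 h at 25 °C | Signal: FP of antibody-bound GDP Alexa 633 tracer, ex 620/em 688 nm | Measure: Percent inhibition of Arfgap1-stimulated GTP hydrolysis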
Tn6 DDE FP – DD(E)-Tn6 binding inhibition, primary FP screen. P02675. Fibrin DD(E) TRITC-Tn6 fluorescence polarization displacement. inhibition, % at 8.3 µM. 370,000 compounds, 0.21% hits;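 active = inhibition above a per-campaign cutoff: mean of compounds within control limits plus 3 SD, cut at about 15% in these data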;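 also: 0% = median of all compound wells on the plate and 100% = blocking peptide control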
PLC-beta3 inh – inhibitors of human phospholipase C beta3 | Q01970 | inhibition, % at 12.2 µM | Purified PLC-beta3, fluorogenic substrate, fluorescence | 370,000 compounds, 0.18% hits; in the data active = inhibition above about 11%;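 also: 0% = median of compound wells on plate and 100% = full blocker control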
NR1D1 modulator – modulates human Rev-erb alpha binding to DNA; P20393; Rev-erbα–FITC-DNA binding, fluorescence polarization, 90 min; activity, % at 10 µM; 370,000 compounds, 0.79% hits; AID 1259318;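 active = activity above about 14%, limit read from the data; passing the limit was not always enough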;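 also: 0% = DMSO wells with 35 nM protein and 100% = DMSO wells with 750 nM protein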
proKLK7 act – proKLK7 (human) activation, primary screen | purified proKLK7, EDANS-DABCYL substrate fluorescence; 100% is mature enzyme control, 0% vehicle | activation, % at 7 µM | P49862 | 370,000 compounds, 0.9% hits;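 active = activation above the mean of all tested compounds plus 3 SD, computed per campaign excluding outliers beyond control limits, cut at about 13% in these data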
PLC-gamma1 inh – inhibitors of human phospholipase C gamma1. P19174. purified PLC-gamma1, fluorogenic substrate, fluorescence. inhibition, % at 12.2 µM. 370,000 compounds, 0.84% hits. AID 720700; in the data active = inhibition above about 9.5%
ASAP1 inh – ASAP1 ArfGAP inhibition | 360,000 compounds, 0.19% hits | ASAP1-stimulated ARF1 GTP hydrolysis, GDP FP detection | AID 624377 | inhibition, % at 16.5 µM; in the data active = inhibition above about 25%;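 also: 0% = vehicle with enzyme and substrate and 100% = no enzyme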
* hit, by the source's call; i = inactive; x = not tested or not shown.

1	CCCc1cc(=O)[nH]c(SCC(=O)N2CCN(c3ccccc3)CC2)n1
2	CCOCCCNC(=O)c1ccccc1OC1CCN(S(C)(=O)=O)CC1
3	Cc1cc(=O)oc2c(C)cc(C(C)(C)C)cc12
4	CCOc1ccc(NC(=O)Nc2c(C)n(C)n(-c3ccccc3)c2=O)cc1
5	Cc1ccc(C(=O)Nn2cnnc2)c(Cl)c1
6	Cc1ccc(OCC(=O)N2CCN(C(=O)c3ccc([N+](=O)[O-])cc3)CC2)cc1
7	Cc1ccc(NC(=O)/C=C/c2cccc(C(F)(F)F)c2)cc1
8	FC(F)(F)c1cnc(C(c2ccccc2)c2ncn[nH]2)c(Cl)c1 (stereo not given)
Compound	1	2	3	4	5	6	7	8
DDE Tn7 FP inh	-8	-5	-1	-2	-1	-3	5	10
UHRF1 binding	3	3	-2	2	1	-2	-5	-2
HGIII-sPLA2 inh	-5	1	-3	8	7	-4	3	0
ARFGAP1 inh	8	6	13	0	-1	9	3	-1
Tn6 DDE FP	0	3	-7	-1	1	1	-2	2
PLC-beta3 inh	1	-4	3	-4	0	3	3	-2
NR1D1 modulator	-2	-3	27*	0	5	5	2	-8
proKLK7 act	-0.3	-0.2	0.1	-1.2	-0.3	-0.2	-0.7	0.2
PLC-gamma1 inh	2	4	1	-4	9	-1	-1	-2
ASAP1 inh	-1	8	-2	-9	13	-5	5	-9

9	O=C(NCc1ccccc1Cl)C1CCCN(C(=O)Nc2ccc(F)cc2)C1 (stereo not given)
10	CCN(C(=O)C1CCCN(c2nnc(-n3cccc3)s2)C1)c1ccccc1C (stereo not given)
11	CN(CCNC(=O)c1cc2c(-c3ccccc3F)nn(C)c2s1)C1CCCCC1
12	OCOCCCn1c(C2CCCN2c2nc(-c3ccc(F)cc3)cs2)nc2cc(Cl)c(N3CCCCC3)cc21 (stereo not given)
13	CCN(CC(=O)NCc1cccs1)C(=O)/C=C/c1ccc(OC)c(OC)c1
14	COc1ccc([N+](=O)[O-])cc1NC(=O)c1cccnc1
15	COc1ccccc1C(=O)N(C1=NC(C)CS1)c1ccc(Cl)cc1 (stereo not given)
16	O=C(/C=C/c1ccc(Cl)cc1)Nc1ccccc1N1CCOCC1
Compound	9	10	11	12	13	14	15	16
DDE Tn7 FP inh	-2	-13	-4	-6	6	-8	7	-2
UHRF1 binding	3	4	-1	3	-3	-2	-1	3
HGIII-sPLA2 inh	4	2	-2	-18	14	-3	1	16
ARFGAP1 inh	0	x	9	9	-5	0	0	0
Tn6 DDE FP	5	-4	-1	3	2	-2	6	3
PLC-beta3 inh	4	3	-54	-8	-37	-5	-3	3
NR1D1 modulator	7	2	-2	-7	4	-9	5	2
proKLK7 act	-0.3	-0.3	-1.0	-0.7	0.8	0.1	-0.1	0.3
PLC-gamma1 inh	8	6	-33	-3	-19	1	2	7
ASAP1 inh	-14	x	-2	14	-12	0	-4	16

Laid out differently: entries from further up.
| item | DDE Tn7 FP inh | UHRF1 binding | HGIII-sPLA2 inh | ARFGAP1 inh | Tn6 DDE FP | PLC-beta3 inh | NR1D1 modulator | proKLK7 act | PLC-gamma1 inh | ASAP1 inh | mol |
| --- | --- | --- | --- | --- | --- | --- | --- | --- | --- | --- | --- |
| 9 | -2 | 3 | 4 | 0 | 5 | 4 | 7 | -0.3 | 8 | -14 | O=C(NCc1ccccc1Cl)C1CCCN(C(=O)Nc2ccc(F)cc2)C1 (stereo not given) |
| 10 | -13 | 4 | 2 | x | -4 | 3 | 2 | -0.3 | 6 | x | CCN(C(=O)C1CCCN(c2nnc(-n3cccc3)s2)C1)c1ccccc1C (stereo not given) |
| 11 | -4 | -1 | -2 | 9 | -1 | -54 | -2 | -1.0 | -33 | -2 | CN(CCNC(=O)c1cc2c(-c3ccccc3F)nn(C)c2s1)C1CCCCC1 |
| 12 | -6 | 3 | -18 | 9 | 3 | -8 | -7 | -0.7 | -3 | 14 | OCOCCCn1c(C2CCCN2c2nc(-c3ccc(F)cc3)cs2)nc2cc(Cl)c(N3CCCCC3)cc21 (stereo not given) |
| 13 | 6 | -3 | 14 | -5 | 2 | -37 | 4 | 0.8 | -19 | -12 | CCN(CC(=O)NCc1cccs1)C(=O)/C=C/c1ccc(OC)c(OC)c1 |
| 14 | -8 | -2 | -3 | 0 | -2 | -5 | -9 | 0.1 | 1 | 0 | COc1ccc([N+](=O)[O-])cc1NC(=O)c1cccnc1 |
| 15 | 7 | -1 | 1 | 0 | 6 | -3 | 5 | -0.1 | 2 | -4 | COc1ccccc1C(=O)N(C1=NC(C)CS1)c1ccc(Cl)cc1 (stereo not given) |

More records follow.
17	CCCCN(C(=O)CSc1nnc(-c2ccc(OC)cc2)n1C(C)C)c1c(N)n(Cc2ccccc2)c(=O)[nH]c1=O
18	CC(C)Oc1ccc(C(CC(=O)O)NC(=O)CSc2ncn[nH]2)cc1 (stereo not given)
19	O=C(Nc1ccc(-c2nnn(CC(=O)N3CCN(C(=O)c4ccco4)CC3)n2)cc1)c1ccc(F)cc1
20	COc1ccc(CNCc2c(O)c(Cl)cc3c(C)c(C)c(=O)oc23)c(OC)c1
21	CCN1CCN(C(=O)Cn2ncc3c2-c2ccccc2OC3)CC1
22	COc1ccc(-n2nc(C(=O)NCC(=O)N3CCN(c4ccccc4OC)CC3)c3ccccc3c2=O)cc1OC
23	CCN(C[C@H]1N[C@@](Cc2ccccc2)(C(=O)OC)[C@H]2C(=O)N(C)C(=O)[C@@H]12)S(=O)(=O)c1ccccc1
24	CCOc1ccc(CNC(=O)C2CCN(S(=O)(=O)N3CCC(C)CC3)CC2)cc1OC
Compound	17	18	19	20	21	22	23	24
DDE Tn7 FP inh	10	3	2	-1	2	-2	-2	-2
UHRF1 binding	-2	2	3	-6	5	-3	-1	0
HGIII-sPLA2 inh	-1	-5	13	5	13	-1	1	-1
ARFGAP1 inh	-5	-10	12	6	8	14	-1	-6
Tn6 DDE FP	2	3	1	-3	4	5	-1	1
PLC-beta3 inh	-2	2	-9	i	-2	-13	0	2
NR1D1 modulator	0	-7	-4	-6	2	0	6	4
proKLK7 act	0.4	-0.1	-0.1	32*	-0.3	1.5	-0.3	0.2
PLC-gamma1 inh	1	-1	4	i	0	-6	1	0
ASAP1 inh	-8	-11	5	2	1	2	1	0

25	CCCCC(=O)Nc1ccc(NC(=O)c2ccc3c(c2)OCO3)cc1OC
26	COc1cc(-c2noc(C)c2C#CCO)cc(OC)c1OC
27	O=C(CC1CCCC1)NCCS(=O)(=O)N1CCN(c2ccccc2F)CC1
28	CCSC1=N/C(=C\c2ccccc2)C(=O)N1
29	CN(Cc1cnn(-c2ccccc2)c1)C(=O)c1ccc(S(=O)(=O)NCc2ccco2)cc1
30	NS(=O)(=O)c1ccc(Nc2ncccc2[N+](=O)[O-])cc1
31	CCCCN(C(=O)C1CC(=O)N(c2ccc(CC)cc2)C1)c1c(N)n(CCC)c(=O)[nH]c1=O (stereo not given)
32	CCCS(=O)(=O)c1c(S(=O)(=O)CCC)c2c(C)cccn2c1C(=O)N/N=C/c1cc(O)cc(O)c1
Compound	25	26	27	28	29	30	31	32
DDE Tn7 FP inh	-2	-5	-6	-3	6	-4	-3	-2
UHRF1 binding	4	4	-1	4	-1	0	1	-1
HGIII-sPLA2 inh	4	2	0	7	-13	-3	0	-7
ARFGAP1 inh	4	2	8	-3	13	11	16	4
Tn6 DDE FP	-7	-1	4	4	1	-5	-9	-2
PLC-beta3 inh	-2	3	1	-24	1	3	-8	-109
NR1D1 modulator	-2	-4	0	1	1	-9	0	5
proKLK7 act	0.3	-0.5	-0.1	-2.6	-0.1	0.5	0.7	-1.3
PLC-gamma1 inh	-1	3	2	-27	-1	0	7	-75
ASAP1 inh	18	-7	-5	1	-5	9	9	-13

33	COc1ccc(C2C(C#N)=C(N)Oc3n[nH]c(C)c32)cc1Cn1nnc2ccccc21 (stereo not given)
34	Brc1cccc(-c2nnc3n2CCCCC3)c1
35	Cc1ccc(N=Nc2c(C)[nH]n(-c3ccccc3)c2=O)c(C)c1
36	Cc1ccnc(NC(=O)c2ccc(Cl)cc2Cl)n1
37	OC[C@@H]1CN(Cc2ccncc2)C[C@H](n2cnc3c(N4CCOCC4)ncnc32)O1
38	Cc1ccc(C(=O)Nc2ccccc2C(=O)N2CC(C)OC(C)C2)cc1 (stereo not given)
39	CCOC(=O)c1cc2c(=O)[nH]ccc2nc1C
40	Cc1ccc(S(=O)(=O)n2c([N+](=O)[O-])cnc2C)c(C)c1C
Compound	33	34	35	36	37	38	39	40
DDE Tn7 FP inh	-5	-9	4	0	10	-12	-4	2
UHRF1 binding	-5	0	-1	-1	0	0	-3	1
HGIII-sPLA2 inh	-8	2	2	1	13	0	4	3
ARFGAP1 inh	-2	1	-11	8	16	7	-4	-7
Tn6 DDE FP	-2	-6	-1	1	0	8	-5	-2
PLC-beta3 inh	-21	2	3	-6	-5	1	-380	0
NR1D1 modulator	-1	3	4	-1	-2	8	-1	0
proKLK7 act	-0.5	-0.3	0.0	-0.1	0.3	0.2	1.5	-0.2
PLC-gamma1 inh	-15	2	1	-2	0	5	-324	0
ASAP1 inh	8	-4	-4	-12	7	6	1	-1

41	COc1ccc(CCNC(=O)c2c(O)c3c([nH]c2=O)CCCC3)cc1OC
42	CCOC(=O)c1cnn(-c2ccc(C)cc2)c1N
43	Cc1nc(-c2ccc(C(=O)N3CCCC3)cc2)cs1
44	O=C(CCN1CCN(Cc2ccccc2)CC1)NNC(=O)c1ccc(Cl)c(Cl)c1
45	Fc1ccc(C(CNC(=S)NC2CCCCC2)N2CCOCC2)cc1 (stereo not given)
46	CC(C)C(=O)Nc1ccc(C(=O)NNC(=S)NC(=O)c2cccs2)cc1
47	COc1ccc(NC(=O)C(C)N(c2ccc(C)cc2)S(C)(=O)=O)cc1 (stereo not given)
48	CCOc1cc2[nH]c(=O)n(CCCC(=O)NCc3ccc(OC)cc3)c(=O)c2cc1OCC
49	Cn1cnc(S(=O)(=O)N2CCN(c3ccc(Cl)cc3)CC2)c1
50	O=S(=O)(c1ccccc1)c1nc(-c2cccs2)oc1NCCCn1ccnc1
Compound	41	42	43	44	45	46	47	48	49	50
DDE Tn7 FP inh	6	6	5	5	-4	2	-2	2	3	6
UHRF1 binding	2	-3	3	0	-2	-3	3	0	-1	-1
HGIII-sPLA2 inh	5	2	14	-7	11	19	-8	-3	-2	-6
ARFGAP1 inh	-9	2	1	-6	7	4	-1	4	2	-9
Tn6 DDE FP	5	-3	-3	-7	-3	4	-1	5	4	-5
PLC-beta3 inh	-4	-1	-6	3	-1	-1	1	2	-2	-17
NR1D1 modulator	7	-3	1	-7	-1	-1	0	-9	-2	6
proKLK7 act	0.4	0.1	-0.7	-0.1	-0.1	-0.1	0.2	0.6	0.2	0.5
PLC-gamma1 inh	-3	-1	3	2	1	1	-3	2	4	-8
ASAP1 inh	2	-2	-11	11	-9	0	4	-2	0	17
